High-throughput results: PubChem BioAssay, National Center for Advancing Translational Sciences (NCATS)
TRHR enhancer: qHTS for Small Molecule Agonists and Allosteric Enhancers of Human TRH Receptor: Primary Screen for Enhancers. Thyrotropin-releasing hormone receptor (Homo sapiens), P34981. TRHR cells, fluo-8 calcium fluorescence, EC20 TRH enhancement. enhancement, % at 2 µM. 360,000 tested, 0.66% active. AID 493056, 2011; in the data active means enhancement above about 30%; further: 0% is about no effect
Target sequence (P34981 whole entry, looked up): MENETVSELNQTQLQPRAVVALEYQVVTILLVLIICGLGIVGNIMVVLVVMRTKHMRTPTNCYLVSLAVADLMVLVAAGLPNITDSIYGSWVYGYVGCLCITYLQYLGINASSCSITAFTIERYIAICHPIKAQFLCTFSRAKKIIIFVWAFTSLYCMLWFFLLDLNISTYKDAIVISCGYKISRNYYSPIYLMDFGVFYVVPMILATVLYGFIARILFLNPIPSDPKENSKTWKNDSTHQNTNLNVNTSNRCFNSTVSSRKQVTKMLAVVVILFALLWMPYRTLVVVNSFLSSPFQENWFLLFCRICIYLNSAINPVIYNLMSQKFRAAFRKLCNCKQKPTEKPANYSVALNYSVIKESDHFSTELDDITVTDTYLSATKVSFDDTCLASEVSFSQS
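TRHR-expressing cells loaded with fluo-8 calcium dye were read kinetically (ex 480/em 530) during compound addition, then stimulated with an EC20 of TRH (10 nM final). Enhancement of the Gq-mediated intracellular calcium response was scored.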
rTrxR1 inhibitor: qHTS Assay for Inhibitors of Mammalian Selenoprotein Thioredoxin Reductase 1 (TrxR1): qHTS; Potency, µM (series often up to 114 µM), for inactives: at the highest dose activity change, negative = inhibition, hits mostly inhibitors; recombinant rTrxR1, NADPH fluorescence consumption, selenite substrate; 390,000 tested, 1% active; AID 588453, 2011; Thioredoxin reductase 1, cytoplasmic (Rattus norvegicus), O89049; further: potency means the concentration at half of the fitted maximal effect; on the % scale 0 is the no-effect control and ±100 the full control effect; nearly all actives have a fitted effect of over 65% in size
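Rat TrxR1 (90 nM in the dispensed reagent) was pre-reduced with 400 uM NADPH for 5 min at room temperature, then incubated with compound for 15 min. After 400 uM selenite was added, NADPH fluorescence (Ex 340/Em 450 nm) was followed for 8 min.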
Pin1 inh: qHTS Assay to Find Inhibitors of Pin1 | Peptidyl-prolyl cis-trans isomerase NIMA-interacting 1 (Homo sapiens), Q13526 | Pin1 FP peptide displacement, HiFluor488, 10 min | Potency, µM (top dose mostly 115 µM), without a hit: top-dose activity, negative = inhibition, most hits filed as inhibitors | 390,000 tested, 0.009% active | AID 504891, 2011; active means well fitted inhibition curve with a large enough effect in the polarisation, with a control signal flat, not every such curve was filed as active; inconclusive means small, poorly fitted or top-dose-only effect, or effect the other way, or a change in a side signal; inactive means no such curve, though single readings can be large or run the other way; the % refers to the polarisation; further: potency means the concentration at half of the fitted maximal effect; on the % scale 0 is the no-effect control and ±100 the full control effect
TrxR1 substrate: qHTS Assay for Substrates of Mammalian Selenoprotein Thioredoxin Reductase 1 (TrxR1): qHTS; 390,000 tested, 0.01% active; purified TrxR1 substrate turnover, NADPH consumption readout; Potency, µM (doses to about 114 µM), without a hit: at the top dose activity change, negative = substrate turnover; AID 588456, 2011; Thioredoxin reductase 1, cytoplasmic (Rattus norvegicus), O89049; further: potency means the concentration at half of the fitted maximal effect; on the % scale 0 is the no-effect control and ±100 the full control effect; nearly all actives have a fitted effect of over 50% in size
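Rat TrxR1, dispensed at 90 nM, was prereduced with 400 uM NADPH (final) for 5 min at ~22 deg C, then incubated with compound 15 min before 400 uM selenite. A first-read NADPH fluorescence drop versus no-compound background flagged substrates.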
D2 ag: HTS Assay for Allosteric Agonists of the Human D2 Dopamine Receptor: Primary Screen for Agonists. D(2) dopamine receptor (Homo sapiens), P14416. HEK293 T-REx D2 cells, calcium flux agonist mode. activation, % at 2 µM. 340,000 tested, 0.53% active;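 active means activation over 3 SD above normal in the single-dose calcium agonist read, cut at about 30% in these data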; further: 0% is about no effect
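Agonism scored from kinetic calcium signal (1 read/sec, 180 s) following compound pin transfer, after a 10 s baseline. Cells: HEK293 Trex line expressing inducible D2 receptor coupled to calcium, dye-loaded after overnight culture at 30 C.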
mIDH1 inhibitor: qHTS for Inhibitors of mutant isocitrate dehydrogenase 1 (IDH1): qHTS; IDH1-R132H enzyme, NADPH consumption, diaphorase/resazurin fluorescence; Potency, µM (highest dose often 76.6 µM), inactives show top-dose activity change, negative = inhibition, actives largely listed as inhibitors; 390,000 tested, 0.093% active; further: potency means the concentration at half of the fitted maximal effect; on the % scale 0 is the no-effect control and ±100 the full control effect; nearly all actives have a fitted effect of over 65% in size
Target sequence (O75874 whole entry R132H, stated change not applied): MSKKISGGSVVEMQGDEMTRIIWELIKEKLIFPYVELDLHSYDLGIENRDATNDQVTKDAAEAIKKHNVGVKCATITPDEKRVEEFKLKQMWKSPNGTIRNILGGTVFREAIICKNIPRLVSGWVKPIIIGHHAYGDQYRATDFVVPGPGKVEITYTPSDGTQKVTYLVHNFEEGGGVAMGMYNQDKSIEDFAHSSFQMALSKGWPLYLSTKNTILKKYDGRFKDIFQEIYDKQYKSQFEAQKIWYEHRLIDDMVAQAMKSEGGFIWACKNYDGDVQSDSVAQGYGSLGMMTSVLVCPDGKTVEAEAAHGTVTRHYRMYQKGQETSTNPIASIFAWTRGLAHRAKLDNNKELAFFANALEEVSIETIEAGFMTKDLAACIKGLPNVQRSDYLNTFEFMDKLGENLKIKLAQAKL
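IDH1-R132H (0.5 ug/mL) preincubated 30 min with compound, then NADPH (0.016 mM) and alpha-KG (2 mM) added; 80 min at RT, pH 7.5. Remaining NADPH coupled via diaphorase/resazurin to fluorescence (540/590 nm); concentration-response curves normalized to no-enzyme control.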
TRHR ag: qHTS for Small Molecule Agonists and Allosteric Enhancers of Human TRH Receptor: Primary Screen for Agonists; TRHR cells, calcium flux fluo-8, FDSS agonist mode; activation, % at 2 µM; 360,000 tested, 0.18% active; in the data active means activation above about 30%; further: 0% is about no effect
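TRHR-expressing cells loaded with fluo-8 calcium dye; 23 nL library compound pin-transferred, kinetic FDSS fluorescence (Ex 480/Em 530) recorded about 180 s for agonist-induced calcium release, before a 10 nM TRH EC20 addition for potentiator mode.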
D2 antagonist: HTS Assay for Allosteric Antagonists of the Human D2 Dopamine Receptor: Primary Screen for Antagonists; D(2) dopamine receptor (Homo sapiens), P14416; HEK293 TREx D2 cells, calcium flux, dopamine EC80; inhibition, % at 10 µM; 340,000 tested, 2% active; in the data active means inhibition above about 30%; further: 0% is about no effect
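Read-out: kinetic calcium fluorescence (1 cycle/s) in inducible HEK293 T-REx D2 cells after an EC80 dopamine addition that followed 180 s compound preincubation. Loss of the dopamine response indicates antagonism.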
USP1-UAF1 inh: Inhibitors of USP1/UAF1: Primary Screen; Ubiquitin carboxyl-terminal hydrolase 1 (Homo sapiens), O94782; recombinant USP1/UAF1, Ub-Rhodamine cleavage fluorescence; Potency, µM (top dose mostly 57.1 µM), without a hit: at the highest dose activity change, negative = inhibition, actives largely listed as inhibitors; 390,000 tested, 0.23% active; further: potency means the concentration at half of the fitted maximal effect; on the % scale 0 is the no-effect control and ±100 the full control effect; nearly all actives have a fitted effect of over 60% in size; inactives centre near -12
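USP1/UAF1 complex at 1 nM was preincubated with compound for 15 min at room temperature, then Ub-Rho substrate (150nM final) was added. Fluorescence (480/540 nm) was read kinetically, 6 reads every 60 seconds.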
* marks the source's active call; other numbers are inactive results; ? = inconclusive; . = no result given; [ ] = dose if it differs, or a comment. Unless noted, the call rests on the fitted dose curve; in most records, active means well fitted inhibition curve with a large enough effect; inconclusive means small, poorly fitted or top-dose-only effect; inactive means no such curve, though single readings can be large or run the other way. A portion of the library; the hit share may differ from the screen's.

molecule,USP1-UAF1 inh,TRHR enhancer,mIDH1 inhibitor,TrxR1 substrate,D2 antagonist,Pin1 inh,D2 ag,TRHR ag,rTrxR1 inhibitor
CN(C)c1ccc(/C=N/NC(=O)c2ccco2)cc1,-22.8%,-3.6,-1.5%,-19.9%,3.6,5.5%,1.0,0.4,-18.4%
c1cncc(-c2nnc3n2CCC3)c1,-13.1%,7.1,0.3%,-2.3%,12.0,-2.5%,1.3,0.8,-7.5%
CCC(C)Nc1nc2c(C)cccn2c(=O)c1C=Nc1ccc(OC)cc1 (configuration not stated),-10.2%,8.7,-0.4%,-11.5%,-7.4,10.8%,-3.7,-0.6,-1.3%
O=C(O)c1cccc2c1-c1ccc(Cl)cc1C2=O,-5.3%,.,-2.6%,-2.5%[11.4 µM],.,-0.8%,.,.,-6.7%[11.4 µM]
N#CCSc1nnc(COc2ccc3ccccc3c2)o1,-4.9%,6.4,3.3%,8.9%[57.1 µM],29.8,-4.8%,0.6,-0.5,17.5%[57.1 µM]
COC(=O)c1c(NC(=O)COC(=O)c2ccc(O)cc2)sc2c1CCCCC2,-5.7%,1.7,?,-5.7%,0.2,22.4%,0.3,0.2,-14.4%
Cc1ccccc1OCCN1CCC(Cc2ccccc2)CC1,-3.4%,-6.2,1.2%,-6.5%,46.3*,1.6%,-0.3,0.6,9.3%
COc1ccccc1-n1c(COc2ccccc2-c2ccccc2)nnc1SCC(=O)c1c(N)n(C)c(=O)n(C)c1=O,4.6%,0.5,0.4%,-4.7%,4.6,-2.1%,-0.2,0.4,1.9%
CCc1ccc(OCC(=O)N2CC(C(N)=O)Oc3ccccc32)cc1 (configuration not stated),?,12.1,0.8%,5.0%,0.6,-8.6%,-1.5,-0.6,14.3%
N#Cc1ccc(Oc2cccc(C(=O)O)c2)cc1C#N,-17.2%,8.7,0.0%,7.4%[57.1 µM],13.8,-7.8%,-0.1,0.7,12.2%[57.1 µM]

Some of these compounds in order of molar mass, rising.
molecule,USP1-UAF1 inh,TRHR enhancer,mIDH1 inhibitor,TrxR1 substrate,D2 antagonist,Pin1 inh,D2 ag,TRHR ag,rTrxR1 inhibitor
c1cncc(-c2nnc3n2CCC3)c1,-13.1%,7.1,0.3%,-2.3%,12.0,-2.5%,1.3,0.8,-7.5%
CN(C)c1ccc(/C=N/NC(=O)c2ccco2)cc1,-22.8%,-3.6,-1.5%,-19.9%,3.6,5.5%,1.0,0.4,-18.4%
N#Cc1ccc(Oc2cccc(C(=O)O)c2)cc1C#N,-17.2%,8.7,0.0%,7.4%[57.1 µM],13.8,-7.8%,-0.1,0.7,12.2%[57.1 µM]
N#CCSc1nnc(COc2ccc3ccccc3c2)o1,-4.9%,6.4,3.3%,8.9%[57.1 µM],29.8,-4.8%,0.6,-0.5,17.5%[57.1 µM]
Cc1ccccc1OCCN1CCC(Cc2ccccc2)CC1,-3.4%,-6.2,1.2%,-6.5%,46.3*,1.6%,-0.3,0.6,9.3%
CCc1ccc(OCC(=O)N2CC(C(N)=O)Oc3ccccc32)cc1 (configuration not stated),?,12.1,0.8%,5.0%,0.6,-8.6%,-1.5,-0.6,14.3%
CCC(C)Nc1nc2c(C)cccn2c(=O)c1C=Nc1ccc(OC)cc1 (configuration not stated),-10.2%,8.7,-0.4%,-11.5%,-7.4,10.8%,-3.7,-0.6,-1.3%
COC(=O)c1c(NC(=O)COC(=O)c2ccc(O)cc2)sc2c1CCCCC2,-5.7%,1.7,?,-5.7%,0.2,22.4%,0.3,0.2,-14.4%
COc1ccccc1-n1c(COc2ccccc2-c2ccccc2)nnc1SCC(=O)c1c(N)n(C)c(=O)n(C)c1=O,4.6%,0.5,0.4%,-4.7%,4.6,-2.1%,-0.2,0.4,1.9%

More results:
molecule,USP1-UAF1 inh,TRHR enhancer,mIDH1 inhibitor,TrxR1 substrate,D2 antagonist,Pin1 inh,D2 ag,TRHR ag,rTrxR1 inhibitor
C[C@@H](N)C(=O)N[C@H]1CCC2C3CC=C4C[C@@H](O)CC[C@]4(C)C3CC[C@@]21C (some centres not stated),?,.,8.2%,5.0%,.,0.1%,.,.,13.5%
Cc1ccc(NC(=O)C(CC(C)C)NC(=O)C2CCC(C)CC2)nc1 (configuration not stated),0.2%,6.9,-6.0%,9.7%[57.1 µM],-5.6,0.1%,-0.9,-0.5,10.9%[57.1 µM]
COc1ccc(OCC(O)CN2CCN(c3ccc(Cl)cc3)CC2)cc1 (configuration not stated),-17.8%,-5.0,0.7%,8.8%[0.0914 µM],-47.9,-1.9%,2.3,0.7,28.8%
COc1ccc(CCNC(=O)COC(=O)Cc2c[nH]c3ccccc23)cc1OC,-23.3%,.,0.9%,9.5%,.,1.1%,.,.,12.0%
Cc1ccc(Nc2cc(-c3ccccc3)nc(C)n2)cc1,?,-6.1,-0.5%,-0.2%,.,?,0.1,0.1,17.9%
Cc1ccc(C(=O)NCC(=O)N(C)Cc2cccc(F)c2)s1,-1.6%,8.4,10.7%,8.4%,-3.9,1.6%,1.3,-0.7,29.0%
CC1CCC(NC(=O)c2nn(C)c3c2CSc2ccccc2-3)CC1 (configuration not stated),-24.3%,-7.9,9.8%,3.5%[57.1 µM],-3.4,0.0%,0.9,0.0,17.4%[57.1 µM]
COc1ccc(-n2ccnc(NCc3ccc(C)cc3)c2=O)cc1OC,-25.6%,24.3,2.9%,0.6%[57.1 µM],.,2.8%,-0.5,-0.3,6.3%[57.1 µM]
CC1CCC(NC(=O)COC(=O)c2ccco2)CC1 (configuration not stated),-17.0%,-2.3,-4.8%,3.4%,5.3,5.6%,-0.1,0.3,9.9%
CN(C)Cc1c(O)ccc2c1O/C(=C\C=C\c1ccccc1)C2=O,?,-2.7,-0.4%,-22.5%,9.9,?,15.6,27.9,79.4µM*
NC1=NC(=O)/C(=C/c2c(OS(=O)(=O)c3ccc(Cl)cc3)ccc3ccccc23)S1,-20.8%,20.3,1.9%,12.7%,-22.3,21.3%,0.1,-0.3,17.3%

Record cards, from the list above. Values in the order: USP1-UAF1 inh | TRHR enhancer | mIDH1 inhibitor | TrxR1 substrate | D2 antagonist | Pin1 inh | D2 ag | TRHR ag | rTrxR1 inhibitor
Results for Cc1ccccc1OCCN1CCC(Cc2ccccc2)CC1 : -3.4% | -6.2 | 1.2% | -6.5% | 46.3* | 1.6% | -0.3 | 0.6 | 9.3%
Results for CCc1ccc(OCC(=O)N2CC(C(N)=O)Oc3ccccc32)cc1 (configuration not stated) : ? | 12.1 | 0.8% | 5.0% | 0.6 | -8.6% | -1.5 | -0.6 | 14.3%
